TAAR1 ag: human TAAR1 agonism; CHO RD-HGA16 TAAR1, Fluo-8 calcium fluorescence; vehicle wells 0%, saturating PEA agonist 100%; hit rate 0.99% among 360,000; Q96RJ0; AID 624467; activation, % at 3 µM;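 active = activation above the mean activation of all test compounds in the run plus 3 SD, cut at about 38% in these data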
Target sequence (Q96RJ0 whole entry, looked up): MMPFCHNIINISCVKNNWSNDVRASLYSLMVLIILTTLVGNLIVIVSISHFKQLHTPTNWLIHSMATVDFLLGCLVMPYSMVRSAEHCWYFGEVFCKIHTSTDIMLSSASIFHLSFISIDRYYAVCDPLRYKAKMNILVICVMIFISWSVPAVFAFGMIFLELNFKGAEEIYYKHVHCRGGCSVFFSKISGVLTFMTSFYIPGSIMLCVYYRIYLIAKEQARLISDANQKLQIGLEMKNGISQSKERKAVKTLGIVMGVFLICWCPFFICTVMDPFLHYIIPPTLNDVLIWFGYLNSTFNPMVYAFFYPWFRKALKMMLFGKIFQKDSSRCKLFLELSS
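Assay system: CHO-derived RD-HGA16 cells with stable Gα16 and human TAAR1; timing: 17-24 h seeding, 75 min 37 °C dye, 30 min RT; read-out: % activation from peak over basal fluorescence ratio, DMSO-to-PEA scaled; measured by: kinetic Fluo-8 calcium fluorescence; benchmarks: low control DMSO, high control PEA (EC100); doses: 3 µM single concentration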
M1 PAM parental: nonselective activator or artifact in parental CHO-K1 calcium assay | ATP EC20, Fluo-8 calcium fluorescence; 0% at ATP EC20, 100% at ATP max | activation, % at 3 µM | hit rate 0.02% among 360,000 | AID 602247;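 active = activation above the run cutoff, the mean activation of all test compounds plus 3 SD, cut at about 40% in these data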;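 also: peak over basal fluorescence ratio in a 140 s read after ATP addition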
TAAR1 antagonist: antagonists of human TAAR1. Q96RJ0. CHO RD-HGA16 TAAR1, Fluo-8 calcium fluorescence, antagonist. inhibition, % at 3 µM. hit rate 1.5% among 360,000. AID 624466;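 active = inhibition above a per-plate cutoff, the mean inhibition of test compounds on that plate plus 3 SD, cut at about 49% in these data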;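 also: 0% = DMSO plus EC80 beta-PEA response and 100% = DMSO alone without agonist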
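Material: RD-HGA16 CHO cells with stable hTAAR1 and Gα16; Dosing: single nominal final test compound concentration of 3 µM; Schedule: seeding 17-24 h prior, 75-min 37 °C, 30-min RT dye loading; Detection: kinetic Fluo-8 calcium fluorescence measurement; Measure: % inhibition from peak post-agonist over basal fluorescence ratio; Benchmarks: vehicle and agonist controls.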
CHO-K1 Ca antag: M1 antagonist counterscreen hit in parental CHO-K1 cells | AID 602250 | ATP-induced calcium, Fluo-8 fluorescence | inhibition, % at 3 µM | hit rate 0.6% among 360,000;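 active = inhibition above a per-plate cutoff, the plate's mean sample inhibition plus 3 SD, cut at about 24% in these data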;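 also: 0% = DMSO plus EC80 ATP and 100% = DMSO alone without ATP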
OXTR potentiate: human OXTR potentiation; P30559; CHO-OTR cells, Fluo-8 calcium fluorescence, potentiator mode; 0% = oxytocin EC15, 100% = EC100; activation, % at 3 µM; hit rate 0.061% among 320,000; AID 2445;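 active = activation above that plate's cutoff, the mean activation of tested compounds plus 3 SD, cut at about 6.6% in these data, passing the limit was not always enough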;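 also: 100% uses oxytocin at 75 nM as the full agonist control; some results filed as inactive read as strong as hits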
Target sequence (P30559 whole entry, looked up): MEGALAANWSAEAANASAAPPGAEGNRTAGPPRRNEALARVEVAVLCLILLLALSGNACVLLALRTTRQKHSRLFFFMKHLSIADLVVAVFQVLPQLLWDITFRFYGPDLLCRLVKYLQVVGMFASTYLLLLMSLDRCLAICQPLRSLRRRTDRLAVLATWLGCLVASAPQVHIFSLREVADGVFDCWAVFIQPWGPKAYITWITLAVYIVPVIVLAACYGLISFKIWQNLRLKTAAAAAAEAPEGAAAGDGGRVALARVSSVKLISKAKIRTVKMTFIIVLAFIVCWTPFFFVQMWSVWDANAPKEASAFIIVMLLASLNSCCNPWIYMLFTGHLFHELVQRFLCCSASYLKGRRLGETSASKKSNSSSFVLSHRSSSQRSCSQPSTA
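System: human OTR in CHO cells / Also added: sub-maximal oxytocin, roughly EC15 / Control set: EC15 oxytocin low, 75 nM oxytocin high / Schedule: 6 min compound pre-incubation at room temperature, 100 s kinetic read / Compound: single-point 3.0 µM / Replication: singlicate / Technique: Fluo-8 calcium dye fluorescence / Read-out basis: % activation of max/min ratio relative to oxytocin controls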
CHO-K1 Ca ag: counter-screen for M1 agonists: effect in parental CHO-K1 cells | Fluo-8 calcium fluorescence; scaled to maximal ATP response, vehicle zero | activation, % at 3 µM | hit rate 0.48% among 360,000 | AID 602248; in the data active = activation above about 15%;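 also: untransfected CHO-K1 host cells lacking M1 receptor as counterscreen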
CHO parental Ca: signal in parental CHO cells, OX1R antagonist counter-screen. parental CHO-K1, ATP-induced calcium, Fluo-8 fluorescence. inhibition, % at 5.6 µM. hit rate 0.63% among 330,000. AID 463079;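 active = inhibition above that plate's mean sample inhibition plus 3 SD, cut at about 26% in these data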;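 also: 0% = ATP-challenged DMSO wells and 100% = DMSO wells without ATP; some compounds past the cut are filed as inactive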
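Material: parental CHO cells / Compound: single nominal dose of 5.6 µM per compound / Signal: Fluo-8 fluorescence / Replicates: singlicate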
M1 ag: human M1 muscarinic receptor agonism; P11229; CHO-K1 hM1, Fluo-8 calcium fluorescence, agonist mode; 0% DMSO, 100% acetylcholine EC100; activation, % at 3 µM; hit rate 0.33% among 360,000; AID 588814;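 active = activation above the run's mean compound activation plus 3 SD, cut at about 16% in these data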;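 also: peak over basal fluorescence ratio within a 140 s kinetic read after compound addition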
M1 antag: antagonists of human M1 muscarinic receptor; CHO-K1 hM1, Fluo-8 calcium fluorescence, ACh EC80 antagonist; inhibition, % at 3 µM; hit rate 1.3% among 360,000; P11229;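 active = percent inhibition above its own plate's cutoff, namely the mean of that plate's compound wells plus 3 SD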;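 also: peak over basal fluorescence ratio during 140 s after agonist addition; 0% = ACh EC80 plus DMSO and 100% = DMSO alone without agonist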
Active calls of the source: *; x = no result given.

item	compound	TAAR1 ag	M1 PAM parental	TAAR1 antagonist	CHO-K1 Ca antag	OXTR potentiate	CHO-K1 Ca ag	CHO parental Ca	M1 ag	M1 antag
1	CCN(CC)S(=O)(=O)c1cc(NC(=O)Cc2n[nH]c(=O)c3ccccc23)ccc1C	-1	-23	-13	13	-5	0.2	6	-3	-1
2	Cc1cc(C)n(-c2nncc(-c3ccccc3)n2)n1	12	6	-12	-3	9	0.4	-10	-3	-10
3	O=C(CCN1C(=O)c2ccccc2C1=O)NCc1ccc(Cl)cc1	-3	-6	-3	-5	-1	0.2	-17	-7	-3
4	CC(C)c1nc(N2CCOCC2)c(C#N)c2c1CCCC2	19	8	-17	-8	-8	0.1	-17	-2	-19
5	COc1ccc(NC(=O)c2ccc(NC(=O)CCS(=O)(=O)c3cccs3)cc2)cc1	22	6	53*	-6	-6	7.1	5	-3	2
6	O=C(Nc1nnc(-c2ccccc2SCc2ccccc2)s1)Nc1ccccc1F	x	-7	x	-8	-9	0.4	7	-2	-9
7	CC(NC(=O)CN(C)S(=O)(=O)c1ccc2c(c1)c(=O)n(C)c(=O)n2C)c1ccccc1 (configuration not stated)	2	-12	-14	-1	-11	0.1	-29	-6	-16
8	Cc1cc(Br)cc2c1NC(=O)C2(c1c(C)n(C)n(-c2ccccc2)c1=O)c1c(C)n(C)n(-c2ccccc2)c1=O	7	19	-35	-9	-9	0.4	-8	-3	-11
9	Cc1nc2ccc(S(=O)(=O)NCC(=O)N3CCC(C)CC3)cc2s1	8	9	0	-1	2	0.6	-11	1	-12
10	O=C(CCc1ccccc1)Nc1cc2c(cc1C(=O)O)OCCCO2	-1	-15	-18	7	-1	0.7	2	-2	-15
11	Cc1cc(C)cc(NS(=O)(=O)c2ccc3[nH]c(=O)ccc3c2)c1	5	17	-3	-4	x	9.4	x	0	11
12	S=c1[nH]nc(C2CCCCC2)n1/N=C/c1ccccc1Br	-2	8	10	-7	-13	1.0	-16	-5	2
13	CCc1noc(C)c1C(=O)Nc1ccccc1N1CCOCC1	-1	6	1	-15	1	1.6	-23	-1	6
14	CCOC(=O)c1cc2c(c(-c3ccccc3)n1)[C@H](CCO)N(S(=O)(=O)C(C)(C)C)C2	1	16	-6	-17	x	0.6	x	-3	-16
15	CCC(=O)N(Cc1cc(=O)[nH]c2ccccc12)c1ccc(C)cc1C	7	9	-1	-9	-7	6.6	-14	-1	-10
16	N#Cc1ccc(OCC(=O)NCCN2CCOCC2)cc1	-1	6	-1	-8	-3	-0.1	-9	-2	-4
17	CCOCCOc1cc(NCc2ccccc2)c2ncn(C(C)C)c2c1	16	15	-9	-17	x	0.6	x	-2	-5
18	COc1ccc2cc(-c3nc4ccccc4n3C)c(=O)oc2c1	6	3	11	-20	-3	5.1	-6	-9	-7
19	CCCC(=O)N1CCN(c2ccc(NC(=O)c3ccc(Br)o3)cc2)CC1	4	26	-5	-15	-7	-0.2	-13	10	-11
20	O=C(NN1C(=O)C2C3C=CC([C@H]4CC34)[C@@H]2C1=O)c1ccc(Br)cc1 (some centres not stated)	-1	-5	-12	-8	-11	1.8	-17	-3	17
21	Cn1c(N)c(C(=O)COC(=O)CCOc2ccc(C(C)(C)C)cc2)c(=O)n(C)c1=O	5	9	19	-8	-24	2.3	2	-9	-9
22	CC(C)NC(=O)N(C)C[C@H]1Oc2cc(Br)ccc2S(=O)(=O)N([C@H](C)CO)C[C@H]1C	1	26	-3	-9	x	1.1	x	-4	-15
23	O=S(=O)(c1ccc(Cl)c(C(F)(F)F)c1)N1CCN(CC(O)COc2ccccc2F)CC1 (configuration not stated)	-1	8	-3	-13	-8	3.7	-13	-4	0
24	Cc1nn(C)c(C)c1/C=C/C(=O)O	10	-5	-3	1	-3	-0.9	-17	-1	-14
25	O=C(NCc1nnc(SCC(=O)N2CCCC2)o1)c1ccc(F)cc1	0	-3	-20	-5	8	0.7	3	1	8
26	FC(F)c1nnc2c(Cl)cc(C(F)(F)F)cn12	1	-12	16	-13	-7	0.0	7	-2	0
27	Cc1nn(-c2ccccc2)c(C)c1C(=O)OCC(=O)N(C)c1c(N)n(Cc2ccccc2)c(=O)[nH]c1=O	0	4	3	-2	-7	0.1	-18	-4	2
28	CN(Cc1ccccc1F)C(=O)c1ccccc1Sc1ccccc1C#N	4	-26	-9	4	-10	-0.1	-19	-3	18
29	Cc1nc2sccn2c(=O)c1S(=O)(=O)Nc1ccc(N2CCN(C)CC2)cc1	0	7	-6	-6	-5	2.1	3	-9	4
30	Cc1ccc(-c2cn3c(n2)CCCC3)cc1	12	12	-1	-16	-6	0.6	7	-4	-3
31	COc1ccc(-c2cc(=O)oc3c(C)c(OC(C)C(=O)NCc4ccccn4)ccc23)cc1 (configuration not stated)	0	0	37	2	0	3.4	-25	-5	15
32	Cc1cc(Br)ccc1S(=O)(=O)NCc1ccccc1	1	3	17	5	-10	-0.2	-15	-4	-10
33	O=C1CN(C(=O)COC(=O)Cc2ccsc2)c2ccccc2N1	15	19	-2	0	-10	0.3	-5	-2	-4
34	O=C(NCCCn1ccnc1)/C(=C\c1cccs1)NC(=O)c1ccccc1	-3	-8	3	6	-4	0.3	-8	-8	-15
35	COc1ccc(C2C(C(=O)N3CCOCC3)c3ccccc3C(=O)N2c2ccc(OC)cc2)cc1 (configuration not stated)	4	-7	4	-2	1	0.9	-26	-3	2
36	COc1cccc(N2C(=NC(=O)C3CCCO3)SC3CS(=O)(=O)CC32)c1 (configuration not stated)	3	21	1	-24	6	0.4	-3	-3	-8
37	COc1c(C)cc(C(=O)C2CCCN(C(=O)c3cccc(F)c3)C2)cc1C (configuration not stated)	6	17	-22	-3	3	3.4	-3	0	-18
38	Cc1ccc(NC2=C(Cl)C(=O)OC2NC(=O)c2ccccc2)cc1 (configuration not stated)	-1	8	0	-2	-16	0.1	-2	-4	-12
39	CS(=O)(=O)c1ccc(NC(=O)c2cc3c(cc2Cl)N2CCCCCC2=NS3(=O)=O)cc1	3	17	11	-12	x	0.3	x	-7	0
40	COc1ccc(CN2CCN(C(=O)Cn3nc(C(=O)O)c4ccccc4c3=O)CC2)cc1F	1	2	-3	1	-5	0.9	3	-9	1
41	O=c1c2[nH]c3ccccc3c2ncn1CCN1CCNCC1	11	7	-6	2	-9	-0.1	-14	-4	-3
42	COc1ccc(NS(=O)(=O)c2cc(NC(=O)c3nc4nc(C)cc(C)n4n3)ccc2C)cc1	5	14	-15	-11	-7	0.8	-3	-1	7
43	Cc1cccc(OCC(=O)OCC(=O)c2c(N)n(C)c(=O)n(C)c2=O)c1C	1	15	-9	-8	-4	0.0	13	-3	-13
44	CC(C)CC(=O)Nc1sc2c(c1C(=O)O)CCCCC2	0	3	2	-17	-10	0.8	-11	-11	-4
45	COc1ccc(C(C)(C)C)cc1NC(=O)COC(=O)C1=NNC(=O)CC1	7	8	-9	9	6	1.4	-9	-1	-5

Single values from above.
Cc1cccc(OCC(=O)OCC(=O)c2c(N)n(C)c(=O)n(C)c2=O)c1C – M1 PAM parental: 15
O=C1CN(C(=O)COC(=O)Cc2ccsc2)c2ccccc2N1 – TAAR1 ag: 15

Entries of single compounds, quoted from the list.
`O=c1c2[nH]c3ccccc3c2ncn1CCN1CCNCC1` is listed with TAAR1 ag = 11; M1 PAM parental = 7; TAAR1 antagonist = -6; CHO-K1 Ca antag = 2; OXTR potentiate = -9; CHO-K1 Ca ag = -0.1; CHO parental Ca = -14; M1 ag = -4; M1 antag = -3
`COc1ccc(C2C(C(=O)N3CCOCC3)c3ccccc3C(=O)N2c2ccc(OC)cc2)cc1` (configuration not stated) is listed with TAAR1 ag = 4; M1 PAM parental = -7; TAAR1 antagonist = 4; CHO-K1 Ca antag = -2; OXTR potentiate = 1; CHO-K1 Ca ag = 0.9; CHO parental Ca = -26; M1 ag = -3; M1 antag = 2

(continued)
item	compound	TAAR1 ag	M1 PAM parental	TAAR1 antagonist	CHO-K1 Ca antag	OXTR potentiate	CHO-K1 Ca ag	CHO parental Ca	M1 ag	M1 antag
46	COc1cc2c(c(OC)c1OC)-c1c(cc3c(c1OC)OCO3)C1OC2[C@@H](C)[C@H]1C (some centres not stated)	16	3	15	-19	0	0.8	-20	-5	5
47	CCCC(=O)Nc1nnc(SCC(=O)Nc2nc(C)cs2)s1	2	10	0	-6	-7	0.5	-15	1	-12
48	Cc1ccc(NC(=O)COC(=O)/C=C/c2cccs2)c(C)c1	4	5	5	-8	-2	-0.2	-1	-6	-6
49	COc1ccc(-c2nnn(CC(=O)N(CCO)C(C(=O)NC3CCCC3)c3ccncc3)n2)cc1 (configuration not stated)	0	-6	19	7	0	-0.9	-23	-3	-1
50	Cc1ccc(NC(=O)c2ncn(CCCNCC3CCCO3)n2)cc1C (configuration not stated)	1	4	3	3	x	0.0	x	-2	-20
51	Cc1nn2c(-c3cccc(NC(=O)CN4CCOCC4)c3)nnc2c2ccccc12	8	x	14	x	-6	x	-11	x	x
